# Screens from PubChem.
# MgcRacGAP inhibition: MgcRacGAP GTPase-activating activity inhibitors, confirmation, biochemical, ADP Hunter fluorescence. 340,000 compounds, 0.6% hits. MgcRacGAP-stimulated Rac1 GTP hydrolysis, ADP Hunter fluorescence; higher % means a stronger effect; GST-tagged Rac1 F28L mutant substrate. inhibition, % at 30 µM, or IC50 in µM where a hit was titrated. Rac GTPase-activating protein 1 (Homo sapiens);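 active = first-screen hits whose inhibition reached a set limit at any dose in the follow-up dose series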;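 also: fluorescence reports GDP produced by GAP-driven GTP hydrolysis; strong numbers were not always called active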
# T cell modulator: modulators of CD8 T cell-vesicle binding, primary screen, mouse 2C CD8+ T cells, flow cytometry | 2C CD8+ T cell-vesicle binding; active compounds read low | calls only at 7 µM | 330,000 compounds, 0.068% hits;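 active = response, share of CD8 T cells binding vesicles, and their 90th percentile fluorescence all below set limits, cut at about 80% in these data, passing the limit was not always enough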
#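 Assay system – 2C mouse CD8+ T cells · Also added – QL9-loaded Drosophila micro-vesicles · Timing – Cell–vesicle co-incubation 1.5 h at 37 °C, staining 20 min on ice · Signal – flow cytometry of vesicle-bound cells · Measure – percent CD8+ FL2 mean versus row control · Controls – Peptide-free naked vesicles (low) and QL9 vesicles with 0.7% DMSO vehicle (high)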
# Large T inhibition: SV40 large T antigen inhibitors, biochemical (AID 1903); SV40 large T antigen ATPase/helicase inhibition assay; higher % means a stronger effect; one-dose inhibition, % at 20 µM; IC50 in µM for titrated hits; 310,000 compounds, 0.39% hits; in the data active = a potency from the dose series; also: strong numbers were not always called active
# GPR55 antagonists: GPR55 antagonists blocking LPI-driven arrestin recruitment, primary screen, imaging, U2OS, beta-arrestin-GFP, LPI agonist (AID 2013); G-protein coupled receptor 55 (Homo sapiens); U2OS GPR55 beta-arrestin-GFP translocation imaging, LPI antagonism; higher % means a stronger effect; inhibition, % at 10 µM; hits with a dose series show IC50 in µM; 290,000 compounds, 0.13% hits;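 active = spots per cell inhibited over 60%, with over 100 cells counted and total cytoplasm intensity under 500,000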;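 also: U2OS cells stably carrying GPR55 and arrestin-GFP stimulated by 5 µM LPI near EC80; imaged beta-arrestin-GFP aggregate spots per cell after agonist stimulation; plate controls were LPI-stimulated DMSO wells for no effect and DMSO wells without LPI for full effect; some results filed as inactive read as strong as hits; confirmed hits need IC50 under 10 µM and bright autofluorescent wells are also inconclusive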
# LYP phosphatase: inhibitors of LYP phosphatase, biochemical, fluorescence intensity, uHTS (AID 1779) | recombinant LYP phosphatase, fluorescence intensity; higher % means a stronger effect | inhibition, % at 11.5 µM; hits with a dose series show IC50 in µM | 290,000 compounds, 0.054% hits; in the data active = inhibition above about 50%;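 also: plate controls were vehicle with enzyme for no effect and no enzyme for full effect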
# GPR35 antagonists: GPR35 antagonists blocking zaprinast-driven arrestin recruitment, primary screen, imaging, U2OS, beta-arrestin-GFP, zaprinast agonist (AID 2058); U2OS GPR35 beta-arrestin-GFP translocation imaging, zaprinast antagonism; higher % means a stronger effect; G-protein coupled receptor 35 (Homo sapiens); 290,000 compounds, 0.052% hits; one-dose inhibition, % at 10 µM; IC50 in µM for titrated hits;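 active = inhibition of at least 50% with at least 30 cells and total cytoplasm GFP at most 10,000,000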
# Lipid droplet: inhibitors of hepatocyte lipid droplet formation, primary screen, imaging, high-throughput imaging, BODIPY stain; AML12 mouse hepatocytes, oleate lipid droplets; 240,000 compounds, 0.4% hits; inhibition, % at 6.5 µM;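 active = lipid droplet intensity inhibited by at least 50%, with more than 500 cells counted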
#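 Material – mouse AML12 hepatocyte cell line, fixed after treatment · Compound dosing – one dose, 6.5 µM compound · Times – compound with oleate, overnight · Measured by – Image-based BODIPY and DAPI two-channel analysis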
# NTR1 ag: agonists of NTR1, primary screen, imaging, U2OS cells, beta-arrestin-GFP, high content (AID 493036). Neurotensin receptor type 1 (Homo sapiens), P30989. NTR1-U2OS beta-arrestin-GFP spot imaging, agonist mode. activation, % at 20 µM. 330,000 compounds, 0.17% hits;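 active = activation at or above 40% of the spot to cytoplasm intensity ratio, with at least 20 cells analyzed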;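 also: 0% = DMSO without peptide and 100% = 100 nM NTR1 peptide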
# Target sequence (P30989 whole entry, looked up): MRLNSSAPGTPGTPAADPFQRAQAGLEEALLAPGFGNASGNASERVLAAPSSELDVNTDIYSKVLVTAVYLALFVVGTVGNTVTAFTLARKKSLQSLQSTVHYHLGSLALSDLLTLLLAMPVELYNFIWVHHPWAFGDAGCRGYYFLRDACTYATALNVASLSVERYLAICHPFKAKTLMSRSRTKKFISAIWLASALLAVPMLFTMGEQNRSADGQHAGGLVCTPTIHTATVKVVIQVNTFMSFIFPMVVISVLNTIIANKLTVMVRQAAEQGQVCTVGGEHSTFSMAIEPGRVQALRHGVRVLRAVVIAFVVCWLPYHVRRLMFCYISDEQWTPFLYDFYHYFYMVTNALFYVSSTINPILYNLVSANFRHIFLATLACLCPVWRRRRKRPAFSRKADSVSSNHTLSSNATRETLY
# GPR55 activation: GPR55 agonists via beta-arrestin recruitment, primary screen, imaging, U2OS cells, beta-arrestin-GFP redistribution (AID 1961); G-protein coupled receptor 55 (Homo sapiens); U2OS GPR55 beta-arrestin-GFP redistribution imaging; higher % means a stronger effect; activation, % at 10 µM, or EC50 in µM where a hit was titrated; 290,000 compounds, 0.048% hits;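 active = activation above 40% with more than 50 cells counted in the well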;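 also: U2OS osteosarcoma cells stably expressing GPR55 and beta-arrestin-GFP; plate controls were DMSO negative control for no effect and LPI positive control for full effect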
# Lipid droplet cells 6.5 µM: also measured in Lipid droplet; calls as there; cell count; measured here: cell count, cytotoxicity flag;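 cells counted across two imaged fields per well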
# T cell modulator vesicle-bound %: also measured in T cell modulator; calls as there; double positive events, %; measured here: CD8+ vesicle-bound cell fraction;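 binding gate set so that unloaded-vesicle control wells show 10% double positive cells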
# NTR1 ag cell count 20 µM: also measured in NTR1 ag; calls as there; cell count; measured here: cell count, cytotoxicity flag
# An asterisk follows results filed as active; i = inactive; . = no result given. No enrichment for hits (roughly 1.8% active in at least one column).
SMILES,MgcRacGAP inhibition,T cell modulator,T cell modulator vesicle-bound %,Large T inhibition,GPR55 antagonists,LYP phosphatase,GPR35 antagonists,Lipid droplet,Lipid droplet cells 6.5 µM,NTR1 ag,NTR1 ag cell count 20 µM,GPR55 activation
CCOCCCNCc1ccc(OCCC(C)C)c(OC)c1,16%,i,46,14%,14%,-8%,2%,1,694,1.1,48,0.6%
O=C(NC1=NCCS1)c1ccc(C(F)(F)F)cc1,8%,i,44,5%,7%,-5%,6%,0,841,0.4,80,0.0%
C=C(C)COc1ccc(-c2[nH]ncc2Oc2ccc(OC)cc2)c(O)c1,11%,i,30,26%,10%,3%,-23%,0,695,38,53,.
COc1ccc(NC(=O)Cn2cnc3ccccc3c2=O)cc1OC,4%,i,34,2%,-1%,-2%,1%,2,618,0.5,36,0.0%
Cc1ccc2oc(-c3ccco3)cc(=O)c2c1,7%,i,50,3%,-8%,-6%,-10%,0,718,-0.3,58,-0.1%
COc1ccc(S(=O)(=O)N(C)CC(=O)N2CCN(c3ccc(F)cc3)CC2)cc1OC,8%,i,26,-11%,0%,-2%,12%,-9,721,1.8,73,-0.1%
O=C(c1cc2cc(Cl)ccc2oc1=O)N1CCCCCCC1,-1%,i,17,13%,8%,-7%,-14%,0,851,0.0,42,0.3%
CCOC(=O)c1ccc2nc(C)c3c(c2c1)OC(C)C3 (stereo not given),9%,i,51,17%,0%,0%,15%,10,725,0.9,63,-0.1%
Cc1ccc(-c2noc(CN(C(=O)C(c3ccccc3)c3ccccc3)C(C)C)n2)cc1,3%,i,12,1%,17%,7%,6%,.,.,6.8,44,-0.2%
Cc1ccc(/C=C/C(=O)NC2CCCCCCC2)o1,9%,i,26,29%,0%,-3%,16%,1,692,4.4,48,0.1%
Cc1ccc2nc(N(CCCN(C)C)C(=O)c3cc4ccccc4oc3=O)sc2c1,8%,i,40,2%,11%,2%,10%,-16,633,4.3,38,0.7%
O=C(/C=C/c1c(Cl)nc2ccccn12)Nc1ccc(F)cc1,9%,i,50,4%,4%,-2%,2%,6,698,3.6,38,-0.4%
Cc1cccc(CC(=O)Nc2cccnc2)c1,-3%,i,48,9%,5%,-7%,-3%,4,800,1.3,60,-0.4%
O=C(OCC(=O)c1ccc[nH]1)c1ccc(S(=O)(=O)N2CCCCCC2)cc1,3%,i,32,5%,24%,-5%,12%,.,.,0.2,60,-0.1%
COc1cc(OC)c2c(-c3ccccc3)cc(=O)oc2c1C(CC(=O)N1CCCC1)c1ccc2c(c1)OCO2 (stereo not given),11%,.,.,-3%,2%,-5%,-19%,-31,715,-0.4,94,8.6%
Cc1ncc([N+](=O)[O-])n1Cc1ccc(F)cc1,3%,i,26,-2%,11%,-3%,16%,6,643,-0.3,48,-0.5%
Cc1c(Cl)cccc1Nc1nc(N)nc(CSc2ncccn2)n1,0%,i,16,17%,-1%,-5%,-7%,.,.,-3.6,103,-0.1%
CCOC(=O)c1ccccc1N/C=C1\CCCC1=O,8%,i,24,10%,-12%,-3%,-6%,.,.,1.9,82,0.7%
Cc1cc(C)n(CC(C)C(=O)O)n1 (stereo not given),1%,i,18,-4%,0%,-6%,-6%,-18,615,-0.1,73,0.1%
Cc1ccc(O)c(NC(=S)NC(=O)CC(C)C)c1,3%,i,42,6%,8%,-3%,0%,-14,668,1.9,63,0.1%
Cc1c(C(=O)N2CCCCC2)oc2ccc(Br)cc12,-1%,i,48,8%,.,.,.,.,.,0.3,51,.
CC(=O)Nc1ccc(-c2nnc(SCc3c(C)cc(C)cc3C)n2C)cc1,7%,i,36,-1%,10%,-8%,7%,-3,815,1.5,82,0.3%
COc1ccc(N(Cc2ccccc2)C(=O)CSc2nnc(Cn3nnc4ccccc43)o2)cc1,1%,i,16,11%,-24%,-2%,-6%,-9,791,-1.0,56,-0.1%
Cc1cccc(N=C2NC(=O)/C(=C\c3cccs3)S2)c1,2%,i,35,11%,-5%,0%,-4%,-18,614,1.4,61,-0.4%
COc1ccccc1C(=O)Nc1ccc2c(c1)CCCN2C(=O)c1cccs1,-4%,i,23,25%,-6%,-1%,-8%,-2,721,-0.7,47,-0.1%

# Filtered by structure, the entries above containing fluorine (4)
SMILES,MgcRacGAP inhibition,T cell modulator,T cell modulator vesicle-bound %,Large T inhibition,GPR55 antagonists,LYP phosphatase,GPR35 antagonists,Lipid droplet,Lipid droplet cells 6.5 µM,NTR1 ag,NTR1 ag cell count 20 µM,GPR55 activation
O=C(NC1=NCCS1)c1ccc(C(F)(F)F)cc1,8%,i,44,5%,7%,-5%,6%,0,841,0.4,80,0.0%
COc1ccc(S(=O)(=O)N(C)CC(=O)N2CCN(c3ccc(F)cc3)CC2)cc1OC,8%,i,26,-11%,0%,-2%,12%,-9,721,1.8,73,-0.1%
O=C(/C=C/c1c(Cl)nc2ccccn12)Nc1ccc(F)cc1,9%,i,50,4%,4%,-2%,2%,6,698,3.6,38,-0.4%
Cc1ncc([N+](=O)[O-])n1Cc1ccc(F)cc1,3%,i,26,-2%,11%,-3%,16%,6,643,-0.3,48,-0.5%

# (listing goes on)
SMILES,MgcRacGAP inhibition,T cell modulator,T cell modulator vesicle-bound %,Large T inhibition,GPR55 antagonists,LYP phosphatase,GPR35 antagonists,Lipid droplet,Lipid droplet cells 6.5 µM,NTR1 ag,NTR1 ag cell count 20 µM,GPR55 activation
O=C(Nc1cccc(NC(=O)c2ccc([N+](=O)[O-])o2)c1)c1ccco1,1%,i,29,9%,-1%,-5%,7%,-3,725,2.5,46,-0.1%
c1ccc2c(c1)Cc1ccccc1O2,4%,i,66,6%,.,.,.,.,.,-0.3,58,.
COc1ccc(C(CC(=O)O)NC(=O)Nc2ccccc2)cc1OC (stereo not given),7%,i,58,9%,3%,-1%,-2%,-4,736,0.5,61,0.0%
CCOC(=O)C1=C(N)OC2=C(C(=O)CC(C)(C)C2)C1c1cc(CSc2nnnn2C)cs1 (stereo not given),6%,i,61,-6%,11%,-3%,5%,0,664,-0.2,52,0.0%
CCCCCCC(C)n1[nH]c(=O)cc1N (stereo not given),6%,i,42,13%,-4%,-1%,20%,12,741,0.3,61,-0.1%
CCCCN(CCCC)CC(O)COc1ccccc1Br (stereo not given),7%,i,45,12%,20%,-13%,-6%,-42,617,2.1,35,-0.2%
Cc1[nH]c2ccc(F)cc2c1CCN(Cc1cccnc1)C(=S)Nc1ccc(F)cc1,4%,i,34,5%,-5%,0%,-4%,-22,646,4.9,47,0.2%
COCCNC(=O)C(c1cccnc1)N(Cc1ccccc1)C(=O)Cn1nnc2ccccc21 (stereo not given),-4%,i,20,2%,14%,-5%,-14%,12,658,1.9,33,-0.2%
COC(=O)C1=C(C)NC(C)=C(C(=O)OC)C1c1ccc(-c2cccc(Cl)c2Cl)o1,5%,i,23,5%,30%,2%,20%,9,493,13,48,-0.5%
CCOC(=O)COc1ccc2c(=O)cc(-c3ccccc3)oc2c1,.,i,20,6%,13%,2%,-12%,2,797,0.1,41,-0.1%
CCC(=O)N1CCc2cc(Br)cc(S(=O)(=O)CC(=O)OC)c21,7%,i,35,7%,4%,-5%,11%,.,.,2.5,46,0.0%
O=C(NC1CCCCC1)C(=O)c1c[nH]c2ccccc12,4%,i,8,8%,21%,-7%,8%,8,816,0.3,60,0.3%
Cc1ccc(S(=O)(=O)Nc2cccc(Cl)c2)cc1NC(=O)c1cccnc1,10%,i,38,9%,8%,-1%,6%,3,649,6.1,51,0.5%
CCOc1ccc(NC(=O)CN2CCN(CC(=O)Nc3ccc(C(N)=O)cc3)CC2)cc1,8%,i,14,1%,0%,-6%,-6%,-7,861,0.9,84,-0.2%
CCCCN1C(=O)C(=O)N(CC(=O)N2CCN(c3ccccc3)CC2)C1=O,6%,i,59,5%,.,.,.,.,.,1.0,69,.
Cc1ccc(CNC(=O)C2CC(c3cccc(F)c3)=NO2)cc1 (stereo not given),3%,i,18,5%,-10%,-16%,-2%,.,.,0.6,94,-0.2%
Cc1ccccc1NC(=O)Cn1cnc2c(oc3nc4c(cc32)CCCC4)c1=O,1%,i,14,12%,7%,0%,9%,-16,667,0.3,47,-0.1%
CCOc1ccc(NC(=O)CN(C)C(=O)c2ccc3[nH]c4c(c3c2)CC(C)CC4)cc1OCC (stereo not given),2%,i,41,14%,.,.,.,.,.,8.4,69,.
COc1ccc(-n2c(N)c(C#N)c3ccc([N+](=O)[O-])cc3c2=O)cc1,3%,i,25,15%,16%,-5%,-10%,-4,609,-0.2,35,1.1%
CCCCn1c(SCc2nc3ccccc3s2)nc2cc(S(N)(=O)=O)ccc21,14%,i,51,13%,14%,-4%,9%,16,765,2.5,61,-0.2%
COc1ccc2c(c1OC)CN(C)CCc1cc3c(cc1C(=O)C2)OCO3,0%,i,60,5%,-3%,-4%,3%,-1,682,3.5,63,-0.1%
O=C(N/N=C/c1cccs1)c1cc(-c2ccc(Cl)s2)[nH]n1,5%,i,11,-5%,-2%,-4%,-2%,-3,790,-1.5,38,-0.2%
CCCC(=O)N(c1ccc(OCC)cc1)S(=O)(=O)c1ccc2c3c(cccc13)C(=O)N2C,4%,i,8,7%,10%,-8%,-9%,-10,780,1.2,63,0.6%
CCOC(=O)N1CCN(c2cc(=O)n(C3CCCCC3)c(=O)[nH]2)CC1,7%,i,42,9%,10%,-4%,-2%,.,.,2.2,36,-0.1%
CC(=O)NCCn1c(C)cc2ccccc21,3%,i,45,12%,8%,0%,16%,7,721,1.2,57,-0.1%
Cc1cc(C)n(CCC(=O)N2c3ccccc3CC2C)n1 (stereo not given),6%,i,8,4%,1%,-11%,14%,-19,777,-0.5,63,-0.1%
CCOc1ccc(OCC)c(NC(=O)C2CCN(c3ncccn3)CC2)c1,-10%,i,29,-1%,2%,-9%,-12%,5,692,1.0,88,0.2%
CN(C)c1nc(Nc2ccc(Cl)c(Cl)c2)nc(N(C)C)n1,12%,i,51,8%,9%,-8%,4%,.,.,3.4,46,-0.1%
